Screens as filed in PubChem.
All columns: NCI-60 one-dose screen, growth in % after 48 h at 10 µM unless noted; 100 = growth as untreated, 0 = no growth, -100 = all killed.
SW-620: SW-620 colon cancer; 82,000 compounds, 5.2% hits; AID 1794795
HCT-116: HCT-116 colon cancer | AID 1794798 | 82,000 compounds, 7.3% hits
SNB-19: SNB-19 CNS cancer cells; 81,000 compounds, 2.5% hits; AID 1794751
HCT-15: HCT-15 colon cancer. 82,000 compounds, 5.2% hits. AID 1794746
SNB-75: SNB-75 CNS cancer; AID 1794750; 79,000 compounds, 5% hits
SF-268: SF-268 CNS cancer cells; AID 1794759; 82,000 compounds, 3.1% hits
HCC-2998: HCC-2998 colon cancer | 79,000 compounds, 4.7% hits
HT29: HT29 colon cancer; 81,000 compounds, 7.4% hits
KM12: KM12 colon cancer cells. 82,000 compounds, 5% hits
* hit, by the source's call; . = no result given. The calls were made as follows: active = growth percent below 10; inactive = the rest. This is a random part of the collection. Share with any hit: about 11%.

Key to letters – A = SW-620; B = HCT-116; C = SNB-19; D = HCT-15; E = SNB-75; F = SF-268; G = HCC-2998; H = HT29; I = KM12
O=C1NC(=O)C(=Cc2cn(Cc3ccccn3)c3ccccc23)C(=O)N1
  A = 105 | B = 100 | C = 100 | D = 102 | E = 89 | F = 94 | G = 105 | H = 111 | I = 106

CC1=C([Se]CC(OC(=O)[C@@H](CSSC(C)(C)C)NC(=O)C(C)(C)C)C(=O)NCCCCCC(=O)OCc2ccccc2)C(=O)c2ccccc2C1=O (stereo partly drawn)
  A = 9.8* | B = -18* | C = -74* | D = 20 | E = -92* | F = 7.1* | G = -64* | H = -30* | I = 6.8*

Nc1cc(S(=O)(=O)O)cc2ccccc12
  A = 106 | B = 88 | C = 110 | D = 99 | E = 97 | F = 103 | G = 96 | H = 96 | I = 105

O=c1oc2c([nH]c3ccc4ccccc4c32)c2ccccc12
  A = 98 | B = 102 | C = 108 | D = 105 | E = 126 | F = 115 | G = . | H = 111 | I = 106

COc1ccc(OC)c2c(=O)cc(C)[nH]c12
  A = 113 | B = 94 | C = 115 | D = . | E = 88 | F = 107 | G = 103 | H = 102 | I = 109

C#CCOCC1CN(c2ccccc2)C(=O)O1 (stereo not drawn)
  A = 106 | B = 122 | C = 108 | D = 111 | E = 109 | F = 107 | G = 121 | H = 94 | I = 107

CCCCCC(C)N(C)C(=O)CNCC(C)C (stereo not drawn)
  A = 102 | B = 107 | C = 108 | D = 103 | E = 106 | F = 106 | G = 100 | H = 105 | I = 103

C[C@H](C(=O)N[C@@H](Cc1ccc(-c2ccc(S(=O)(=O)O)cc2)cc1)C(=O)NC1CC(C)(C)N(C)C(C)(C)C1)c1ccc(-c2ccccc2)c(F)c1
  A = 95 | B = 75 | C = 114 | D = 95 | E = 85 | F = 95 | G = 96 | H = 95 | I = 101

FC(F)(F)c1ccc(-c2cnc(-n3cc(COCCN4CCCCC4)nn3)nc2NC2CCCCCC2)cc1
  A = 4.8* | B = 22 | C = 84 | D = 3.7* | E = 11 | F = 33 | G = 6.9* | H = -73* | I = 18

COc1ccc(C23N=CC4(CCC(=O)N4c4ccccc4C2O)O3)cc1 (stereo not drawn)
  A = 98 | B = 95 | C = 102 | D = 102 | E = 82 | F = 93 | G = 95 | H = 98 | I = 94

NNCCC(=O)O
  A = 101 | B = 97 | C = 98 | D = 116 | E = 97 | F = 105 | G = 103 | H = 105 | I = 108

CCC(C)c1ccccc1OCC(C)O (stereo not drawn)
  A = 110 | B = 94 | C = 101 | D = 96 | E = 91 | F = 107 | G = . | H = 108 | I = 104

CSc1[nH]c(=O)ncc1F
  A = 102 | B = 98 | C = . | D = 100 | E = 102 | F = . | G = 97 | H = 112 | I = 104

O=[N+]([O-])c1ccc(SSc2ccc([N+](=O)[O-])cc2Cl)c(Cl)c1
  A = 98 | B = 91 | C = 99 | D = 105 | E = 84 | F = 103 | G = 106 | H = 98 | I = 98

CSc1ccc(-c2n[nH]nc2-c2cc3ccccc3s2)cc1
  A = 24 | B = 30 | C = 56 | D = 29 | E = 44 | F = 54 | G = 82 | H = 38 | I = 32

A portion taken from the entries so far, for reference:
Key to letters – A = SW-620; B = HCT-116; C = SNB-19; D = HCT-15; E = SNB-75; F = SF-268; G = HCC-2998; H = HT29; I = KM12
COc1ccc(C23N=CC4(CCC(=O)N4c4ccccc4C2O)O3)cc1 (stereo not drawn)
  A = 98 | B = 95 | C = 102 | D = 102 | E = 82 | F = 93 | G = 95 | H = 98 | I = 94

NNCCC(=O)O
  A = 101 | B = 97 | C = 98 | D = 116 | E = 97 | F = 105 | G = 103 | H = 105 | I = 108

CCC(C)c1ccccc1OCC(C)O (stereo not drawn)
  A = 110 | B = 94 | C = 101 | D = 96 | E = 91 | F = 107 | G = . | H = 108 | I = 104

CSc1[nH]c(=O)ncc1F
  A = 102 | B = 98 | C = . | D = 100 | E = 102 | F = . | G = 97 | H = 112 | I = 104

O=[N+]([O-])c1ccc(SSc2ccc([N+](=O)[O-])cc2Cl)c(Cl)c1
  A = 98 | B = 91 | C = 99 | D = 105 | E = 84 | F = 103 | G = 106 | H = 98 | I = 98

CSc1ccc(-c2n[nH]nc2-c2cc3ccccc3s2)cc1
  A = 24 | B = 30 | C = 56 | D = 29 | E = 44 | F = 54 | G = 82 | H = 38 | I = 32

Later entries.
Key to letters – A = SW-620; B = HCT-116; C = SNB-19; D = HCT-15; E = SNB-75; F = SF-268; G = HCC-2998; H = HT29; I = KM12
O=C(O)c1cc(NCc2cccc(Br)c2)ccc1N1CCOCC1
  A = 104 | B = 93 | C = 104 | D = 106 | E = 91 | F = 95 | G = 106 | H = 109 | I = 100

CCN1CC2=C(Nc3nc(SC)[nH]c(=O)c3C2c2ccc(Br)cc2)/C(=C/c2ccc(Br)cc2)C1 (stereo not drawn)
  A = 90 | B = 64 | C = 94 | D = 89 | E = 81 | F = 84 | G = 94 | H = 79 | I = 94

COc1ccc2c(c1)CCc1cc(C#N)c(=O)[nH]c1-2
  A = 84 | B = 92 | C = 86 | D = 94 | E = 75 | F = 79 | G = 104 | H = 112 | I = 100

CC(CC(=O)O)C(C)C(=O)O (stereo not drawn)
  A = 101 | B = 105 | C = 101 | D = 100 | E = 88 | F = 105 | G = 113 | H = 113 | I = 107

Cc1ccc(C(=O)N2C/C(=C/c3ccccc3)C(=O)/C(=C/c3ccccc3)C2)cc1
  A = 16 | B = -56* | C = 83 | D = 25 | E = 68 | F = 66 | G = -48* | H = -18* | I = .

CNC(=O)c1cc(-n2ccc3cc(NS(=O)(=O)c4ccc(Cl)c(C(F)(F)F)c4)ccc32)ccn1
  A = 107 | B = 87 | C = 93 | D = 81 | E = 109 | F = 93 | G = 94 | H = 102 | I = 102

C1CCC(CCOCCC2CCCCC2)CC1
  A = 94 | B = 96 | C = 100 | D = 107 | E = 88 | F = 101 | G = 114 | H = 97 | I = 110

COc1ccc(N(Cc2cc(OC)c(OC)c(OC)c2)C2OC(=O)c3ccccc32)cc1OC (stereo not drawn)
  A = 112 | B = 102 | C = 108 | D = 103 | E = 90 | F = 103 | G = 113 | H = 102 | I = 99

COc1ccc2[nH]c(C(=O)N3CCN(C(=O)OCc4ccc5c(Cl)cc(Cl)c(O)c5n4)CC3)cc2c1
  A = -82* | B = -92* | C = 35 | D = -44* | E = -99* | F = -91* | G = -87* | H = -67* | I = -62*

CSCCC(O)C(=O)O (stereo not drawn)
  A = 105 | B = 101 | C = 106 | D = 102 | E = 97 | F = 98 | G = 107 | H = 99 | I = 102

CCOC(=O)N1CCc2c(sc3nc(-c4ccccc4)nc(OCc4cn(Cc5nc6sc7c(c6c(=O)[nH]5)CCN(C(=O)OCC)C7)nn4)c23)C1
  A = 101 | B = 88 | C = 94 | D = 99 | E = 92 | F = 98 | G = 108 | H = 102 | I = 97

CC(O)CCNC(c1ccccc1)C(O)c1ccccc1 (stereo not drawn)
  A = 110 | B = 100 | C = 103 | D = 109 | E = 97 | F = 111 | G = 111 | H = 97 | I = 114

O=C(O)COc1ccc(F)cc1[N+](=O)[O-]
  A = 101 | B = 90 | C = 106 | D = 102 | E = 87 | F = 106 | G = 103 | H = 105 | I = 107

O=C1/C(=C/c2cc3ccccc3[nH]c2=O)CNC/C1=C\c1cc2ccccc2[nH]c1=O
  A = 100 | B = 112 | C = 102 | D = 93 | E = 90 | F = 113 | G = 118 | H = 100 | I = 105

COc1ccc(CCC2COCC2C2CC2)cc1 (stereo not drawn)
  A = 120 | B = 91 | C = 83 | D = 98 | E = 135 | F = 110 | G = 98 | H = 85 | I = 108

N#CC1=C(N)Oc2c(cnn2-c2ccc([N+](=O)[O-])cc2[N+](=O)[O-])C1c1ccccc1Cl (stereo not drawn)
  A = 92 | B = 89 | C = 91 | D = 87 | E = 75 | F = 84 | G = 108 | H = 97 | I = 96

S=c1[nH]c2cc(Cl)ccc2o1
  A = 94 | B = 91 | C = 102 | D = 99 | E = 111 | F = 105 | G = 115 | H = 105 | I = 100

COc1ccc(NC(=O)c2ccc(-c3ccccc3)cc2)c(C(N)=O)c1
  A = 110 | B = 106 | C = 94 | D = 97 | E = 112 | F = 113 | G = 102 | H = 100 | I = 99

Clc1nc(-c2cccc3ccccc23)nc2sc3c(c12)CCCCCC3
  A = 100 | B = 96 | C = 104 | D = 97 | E = 87 | F = 99 | G = 105 | H = 104 | I = 103

CCOC(=O)C1=C(N)N(c2ccc(Cl)cc2)C2=C(C(=O)CC(C)(C)C2)C1c1ccccn1 (stereo not drawn)
  A = 103 | B = 87 | C = 94 | D = 88 | E = 90 | F = 90 | G = 110 | H = 78 | I = 101

CN(C)c1ccc(C2N(C)CCN2C)cc1
  A = 103 | B = 96 | C = 123 | D = 100 | E = 99 | F = 103 | G = 104 | H = 119 | I = 98

COCCOC(=O)C1=C(C)NC2=C(C(=O)CC(c3ccccc3OC)C2)C1c1cccc(O)c1 (stereo not drawn)
  A = 68 | B = 56 | C = 65 | D = 90 | E = 32 | F = 93 | G = 80 | H = 40 | I = 66

CC(C)=CC(=O)C1C(=O)c2ccccc2C1=O
  A = 102 | B = 103 | C = 95 | D = 95 | E = 90 | F = 101 | G = 111 | H = 111 | I = 103

CC[C@H](c1ccc(O)cc1)[C@@H](CC)c1ccc(F)cc1
  A = 105 | B = 98 | C = 109 | D = 110 | E = . | F = 102 | G = 123 | H = 107 | I = 98

Cc1ncc(C(N)=O)c2c1OC(C)(C)OC2
  A = 104 | B = 112 | C = 113 | D = 100 | E = 96 | F = 111 | G = 113 | H = 116 | I = 106

O=C(Nc1cccc(C2=NCCN2)c1)c1ccc(-c2ccc(C(=O)Nc3cccc(C4=NCCN4)c3)cc2)cc1
  A = 69 | B = 73 | C = 87 | D = 83 | E = 82 | F = 90 | G = 81 | H = 85 | I = 60

CC(C)Cc1ccc(-c2ccn(C(=O)C(C)c3ccc(NS(C)(=O)=O)cc3)n2)cc1 (stereo not drawn)
  A = 101 | B = 97 | C = 85 | D = 95 | E = 78 | F = 92 | G = 105 | H = 98 | I = 100

O=[N+]([O-])c1ccc(-c2csc(COc3ccccc3)n2)cc1
  A = 95 | B = 93 | C = 105 | D = 98 | E = 98 | F = 103 | G = 104 | H = 99 | I = 103

CC(=O)C1C(=O)OC(C)=C(C(=O)O)C1=O (stereo not drawn)
  A = 109 | B = 99 | C = 101 | D = 106 | E = 83 | F = 108 | G = 124 | H = 147 | I = 113

CC(=O)OC[C@]12CC[C@@H](/C(C)=N/O)[C@@H]1[C@H]1CC[C@@H]3[C@@]4(C)CCCNC(C)(C)[C@@H]4CC[C@@]3(C)[C@]1(C)CC2
  A = 80 | B = 46 | C = 83 | D = 60 | E = 64 | F = 63 | G = 95 | H = 60 | I = 76

Cc1c(C2(c3cc(Br)c(O)c(Br)c3C)OS(=O)(=O)c3ccccc32)cc(Br)c(O)c1Br
  A = 99 | B = 95 | C = 102 | D = 101 | E = 88 | F = 104 | G = 94 | H = 96 | I = 111

C=C1C(=O)N(C)CCC1C(CC)C(=O)OC (stereo not drawn)
  A = 105 | B = 104 | C = 114 | D = 107 | E = 102 | F = 104 | G = . | H = 108 | I = 110

C[C@@H](C[C@H](CCO)c1ccoc1)c1ccc2ccccc2c1
  A = 107 | B = 93 | C = 111 | D = 91 | E = 77 | F = 96 | G = 99 | H = 93 | I = 95

CCCCN(CCCC)CCOC(=O)Nc1ccccc1Cl
  A = 96 | B = 64 | C = 96 | D = 111 | E = 107 | F = 98 | G = 98 | H = 52 | I = 103

CC1=C(C)C(=O)C(N2CCN(c3ccc(C)cc3)CC2)=CC1=O
  A = 100 | B = 93 | C = 101 | D = 97 | E = 99 | F = 93 | G = 110 | H = 92 | I = 92

CNC(=S)n1cnc(N)n1
  A = 105 | B = 97 | C = 109 | D = 98 | E = 102 | F = 108 | G = 84 | H = 101 | I = 108

N#Cc1ccc(OC(=O)Nc2c(Br)cc(Br)cc2Br)cc1
  A = 98 | B = 94 | C = 116 | D = 100 | E = 108 | F = 101 | G = 104 | H = 102 | I = 99

O=C1/C(=C/c2ccc(Br)cc2)COc2ccc(O)c(O)c21
  A = -36* | B = -16* | C = 6.2* | D = 0.3* | E = 20 | F = -37* | G = -66* | H = 2.8* | I = -68*

Limited to SF-268 (2 entries from above):
structure | SF-268
N#Cc1ccc(OC(=O)Nc2c(Br)cc(Br)cc2Br)cc1 | 101
CSc1ccc(-c2n[nH]nc2-c2cc3ccccc3s2)cc1 | 54
